All columns: NCI-60 one-dose screen, growth in % after 48 h at 10 µM unless noted; 100 = growth as untreated, 0 = no growth, -100 = all killed.
TK-10 = TK-10 renal cancer cells; 81,000 compounds, 3.9% hits
ACHN = ACHN renal cancer | 81,000 compounds, 4.9% hits | AID 1794771
RXF 393 = RXF 393 renal cancer cells | 77,000 compounds, 6.9% hits | AID 1794773
OVCAR-8 = OVCAR-8 ovarian cancer; 81,000 compounds, 4.4% hits; AID 1794782
A498 = A498 renal cancer cells. 76,000 compounds, 5.4% hits
OVCAR-5 = OVCAR-5 ovarian cancer; 82,000 compounds, 2.9% hits; AID 1794783
CAKI-1 = CAKI-1 renal cancer. 75,000 compounds, 4.7% hits
OVCAR-3 = OVCAR-3 ovarian cancer; 79,000 compounds, 7% hits; AID 1794787
* = called active by the depositor; . = not tested or not shown. The calls were made as follows: active = growth percent below 10; inactive = the rest.

#1 CCn1c(SCC(=O)N/N=C/c2cn(-c3ccccc3)nc2-c2ccc(Cl)cc2)nc2c1c(=O)n(C)c(=O)n2C
#2 C=CC(=O)OC1CCC(C(C)(C)CC)CC1 (stereo not drawn)
#3 C=CC(=O)Nc1ccc(C(=O)/C=C/c2ccc(N(C)CCF)cc2)c(O)c1
#4 COc1ccc(C(=O)NNc2ccc(-c3ccc(OC)c(OC)c3)nn2)cc1
#5 Cc1cccc(C(=O)c2ccc(Cl)cc2)c1O
#6 CCOC1CCC=CO1 (stereo not drawn)
#7 CO[C@@H]1C=C2[C@H]3CC(C)(C)C(=O)C[C@]3(C(=O)O[C@@H]3O[C@H](CO[C@@H]4O[C@H](CO)[C@@H](OC5OC(C)C(O)C(O)C5O)[C@H](O)[C@H]4O)[C@@H](O)[C@H](O)[C@H]3O)CC[C@@]2(C)[C@]2(C)CC[C@H]3C(C)(C)C(=O)CC[C@]3(C)[C@@H]12 (stereo partly drawn)
#8 COc1cc(OC(F)(F)F)ccc1C(=O)Nc1sc2c(c1C#N)CCC(=O)C2
#9 CS(=O)(=O)c1ccc(N2N=C(c3ccc(F)cc3)CCC2=O)cc1
#10 O=C(COc1ccc(/C=C2\Cc3ccccc3C2=O)cc1)c1ccc(Cl)cc1
entry no.	1	2	3	4	5	6	7	8	9	10
TK-10	123.4	101.1	-23.7*	97.1	112.1	92.3	78.8	94.2	100.5	132.8
ACHN	90.2	109.9	-68.6*	105.0	106.8	97.2	54.9	87.1	103.1	106.8
RXF 393	89.3	113.3	-82.4*	113.1	99.8	102.5	81.9	22.8	101.5	120.5
OVCAR-8	96.9	106.9	-45.8*	97.1	107.3	99.9	100.6	93.0	102.6	.
A498	88.8	87.2	17.5	85.4	97.3	90.2	103.7	136.5	84.9	108.3
OVCAR-5	107.3	102.9	-49.3*	96.2	102.1	101.3	96.6	137.8	111.2	101.5
CAKI-1	83.3	115.2	-90.8*	85.9	106.7	100.1	73.4	71.6	97.3	78.2
OVCAR-3	119.5	109.3	-69.0*	103.9	112.6	112.3	74.2	111.9	106.4	128.1

#11 NS(=O)(=O)c1ccccc1NCCC(=O)c1ccc2ccccc2c1
#12 CCCCCCCCCCCCCCNC(=O)C(C)O (stereo not drawn)
#13 COc1cc(C(=O)Cn2nnnc2C(=O)c2ccccc2)cc(OC)c1OC
#14 CCN(CC)CCCCCCNc1cc(OC)c(F)c2c(C)ccnc12
#15 O=C(C[n+]1cccc(Br)c1)c1ccc(Cl)cc1
#16 Cc1c(-c2ccccc2Br)nc2ccccc2c1C(=O)O
#17 CCOC(=O)c1cc(C(=O)c2ccc(Br)cc2)n2ccc(/C=C/c3ccn4c(C(=O)c5ccc(OC)cc5)cc(C(=O)OCC)c4c3)cc12
#18 CC(O)CNCC(C)(C)N (stereo not drawn)
#19 COc1ccc(-c2cnc3nonc3n2)cc1OC
#20 COc1cc(-n2cc(C#N)c(N)c2C(=O)c2ccc(C)cc2)cc(OC)c1OC
entry no.	11	12	13	14	15	16	17	18	19	20
TK-10	110.6	105.4	105.5	112.3	98.3	108.3	110.3	102.3	108.8	88.4
ACHN	95.7	98.8	94.9	96.3	104.5	107.5	99.2	95.7	92.0	101.7
RXF 393	101.9	103.1	111.3	105.0	115.5	104.4	108.6	109.1	94.5	100.9
OVCAR-8	97.8	90.0	103.0	96.6	101.9	102.3	95.4	100.3	92.5	98.7
A498	.	114.5	78.0	99.6	124.1	104.2	96.9	104.5	99.0	59.1
OVCAR-5	91.5	87.0	97.2	108.2	96.3	104.0	96.7	100.6	113.1	95.1
CAKI-1	86.9	95.7	85.7	105.2	95.7	108.1	91.3	90.7	81.0	79.4
OVCAR-3	101.9	127.9	107.8	94.2	91.0	108.7	108.7	110.6	69.0	104.3

#21 O=P(O)(O)OCC(O)CO (stereo not drawn)
#22 COc1ccc2ncccc2c1Cc1c(OC)ccc2ncccc12
#23 Nc1nc2c(ncn2COC(CO)CO)c(=O)[nH]1
#24 CCCCc1n(Cc2ccc3ccccc3n2)cc[n+]1Cc1ccc2ccccc2c1
#25 O=C(N/N=C/c1ccc2c(c1)CCC2)c1cccc([N+](=O)[O-])c1
#26 Cn1c(=O)c2c(nc(Sc3nc(-c4ccccc4)c(C#N)c(=O)[nH]3)n2CC(=O)Nc2ccc(S(N)(=O)=O)cc2)n(C)c1=O
#27 CNC(=O)c1cn(C2CC2)c2cc(N3CCN(C(=O)c4ccccc4)CC3)c(F)cc2c1=O
#28 CCOc1ccc(/C=N/NC(=O)Cn2nc(Cc3ccc(OC)cc3)c3onc(C)c3c2=O)cc1
#29 O=c1[nH]cnc2c1ncn2-c1ccc(N(CCO)CCO)cc1
#30 O=[N+]([O-])c1c(O)c(Cl)cc(Cl)c1Cl (tested in a mixture with another compound)
entry no.	21	22	23	24	25	26	27	28	29	30
TK-10	110.2	89.2	107.7	-5.1*	100.1	103.1	85.1	50.2	111.8	106.2
ACHN	101.5	86.1	98.6	61.2	99.8	98.6	98.1	13.1	104.7	105.8
RXF 393	107.0	82.1	125.1	-14.3*	103.0	89.9	103.9	-65.6*	116.8	123.7
OVCAR-8	109.1	87.3	101.0	2.4*	104.2	101.3	102.6	16.9	109.4	101.4
A498	108.1	60.4	113.8	7.0*	89.2	36.3	97.1	48.2	110.0	.
OVCAR-5	101.1	91.4	104.7	24.0	97.2	104.1	90.3	44.9	104.1	110.3
CAKI-1	103.9	57.6	96.9	.	97.5	92.8	93.3	5.7*	100.7	106.9
OVCAR-3	111.6	72.9	103.7	5.6*	112.7	107.9	110.5	13.7	.	117.4

#31 COc1cc2cc(/C=C3\SC(=Nc4ccc(S(N)(=O)=O)cc4)NC3=O)c(Cl)nc2cc1OC
#32 COC(CCc1ccccc1)OC
#33 COC1OC2COC(c3ccccc3)OC2C(N)C1O (stereo not drawn)
#34 CC1Cc2c(NCc3ccccc3)ncnc2N2CCCc3cccc1c32 (stereo not drawn)
#35 Cn1ccc2cc(NC(=O)CN=[N+]=[N-])ccc21
#36 COC(=O)c1ccc(O)c(CN(C)C)c1
#37 CCCSc1nc(N)nc2nc[nH]c12
#38 C/C(Cc1ccc(Cl)cc1)=C(/c1ccc(Cl)cc1)c1ccc(OCCN2CCCCC2)cc1
#39 Cc1cccc(C(C)(C)O)c1
#40 C#CCOc1ccccc1C(Nc1ccccc1)c1nnnn1C1CCCCC1 (stereo not drawn)
entry no.	31	32	33	34	35	36	37	38	39	40
TK-10	107.8	99.0	91.0	93.0	138.3	98.8	153.9	97.6	104.2	105.5
ACHN	102.3	107.2	105.3	97.5	97.3	103.3	96.4	98.7	105.0	93.9
RXF 393	.	105.3	128.1	98.2	109.2	104.7	107.4	84.7	120.5	112.9
OVCAR-8	101.9	115.3	103.7	93.9	103.2	95.4	99.8	100.0	106.7	101.0
A498	101.6	97.2	98.6	73.0	87.9	87.1	122.9	111.9	125.5	103.6
OVCAR-5	108.2	94.1	104.5	94.6	98.5	105.5	107.7	85.4	110.9	91.9
CAKI-1	103.4	103.4	90.3	75.9	97.8	99.7	128.1	82.3	98.2	59.6
OVCAR-3	108.3	107.8	103.5	108.5	108.2	101.0	103.4	102.0	106.6	108.7

#41 CCOC(=O)OC(C)C(=O)OCC (stereo not drawn)
#42 O/N=C(/CN1CCCCC1)c1ccccc1
#43 CS(=O)(=O)c1ccc(-c2nn(-c3ccccc3)cc2/C=C/C(=O)c2ccc(Br)cc2)cc1
#44 O=[N+]([O-])c1ccccc1NCSc1ccc(Cl)cc1
#45 C/C=C1\C(O)CC2C3CCC4=CC(=O)CC[C@]4(C)C3CC[C@]12C (stereo partly drawn)
#46 Cc1cc([N+](=O)[O-])cc(C)[n+]1[O-]
#47 Cc1ccc(-c2nc3c(=O)n4[nH]c(-c5ccccc5)nc4nc3o2)cc1
#48 O=C(O)CNc1ccc(O)cc1
#49 Cc1c(Cl)cccc1NC(=O)c1sc2nc3c(cc2c1N)COCC3
#50 O=c1[nH]c2ccc(Oc3ncccn3)cc2c(=O)n1Cc1cccc(NS(=O)(=O)c2cccc(F)c2)c1
entry no.	41	42	43	44	45	46	47	48	49	50
TK-10	106.2	116.9	106.7	101.3	148.9	104.5	96.2	110.7	57.0	105.7
ACHN	94.5	103.7	94.0	103.9	96.0	113.1	102.4	102.8	44.2	88.1
RXF 393	102.6	127.3	93.7	88.9	101.8	107.9	86.6	102.7	13.1	100.5
OVCAR-8	97.6	100.7	93.6	95.5	91.2	91.5	89.4	99.9	33.6	87.3
A498	99.6	92.7	84.1	86.0	115.4	106.1	100.9	86.0	18.1	95.3
OVCAR-5	100.8	111.4	101.4	113.7	95.0	104.9	84.0	104.2	55.3	91.5
CAKI-1	110.8	91.8	84.6	95.3	105.7	103.2	93.3	104.7	.	91.5
OVCAR-3	107.2	106.9	70.3	108.7	118.5	99.2	104.1	102.2	17.8	93.6

One compound at a time, as listed above.
`CCN(CC)CCCCCCNc1cc(OC)c(F)c2c(C)ccnc12` is entered as TK-10: 112.3; ACHN: 96.3; RXF 393: 105.0; OVCAR-8: 96.6; A498: 99.6; OVCAR-5: 108.2; CAKI-1: 105.2; OVCAR-3: 94.2
`Cc1cc([N+](=O)[O-])cc(C)[n+]1[O-]` is entered as TK-10: 104.5; ACHN: 113.1; RXF 393: 107.9; OVCAR-8: 91.5; A498: 106.1; OVCAR-5: 104.9; CAKI-1: 103.2; OVCAR-3: 99.2

Continuation:
#51 N#C/C(=C/n1c(=S)sc2ccccc21)c1nc2ccccc2s1
#52 C=CCn1c(C)nc2ccc(Nc3nc(Cl)nc4nc[nH]c34)cc21
#53 NC(=O)N/N=C\c1ccco1
#54 Cc1cc(O)c2c(c1)C1OC(=O)CCCCCN1C1=C2C(=O)c2cccc(OC3CC(O)C(O)C(C)O3)c2C1=O (stereo not drawn)
#55 COc1ccc(-c2c3c(cc4c2ncn4C)COC3=O)cc1
#56 C/C(=C\CCc1ccoc1)CC/C=C(\C)CCCN1CCSCC1
#57 C=CCC(Cc1ccccc1)C(N)=O (stereo not drawn)
#58 C=C(CNCCO)[C@@H]1CC[C@]2(CO)CC[C@]3(C)[C@H](CC[C@@H]4[C@@]5(C)CCC(NCCc6ccc(O)cc6)C(C)(C)[C@@H]5CC[C@]43C)[C@@H]12 (stereo partly drawn)
#59 CCOC(=O)/C(C#N)=C(\CC)c1ccccc1
#60 Cc1ccc(S(=O)(=O)Nc2ccc3ccccc3c2)cc1
entry no.	51	52	53	54	55	56	57	58	59	60
TK-10	151.1	96.2	100.0	142.4	119.1	84.9	106.0	-89.4*	97.7	94.7
ACHN	91.6	89.0	111.3	69.1	139.1	83.8	99.6	-96.6*	102.0	84.4
RXF 393	101.2	80.9	109.5	.	96.3	78.8	108.7	-85.7*	112.2	94.2
OVCAR-8	97.5	96.6	108.8	52.9	113.3	89.8	102.3	-76.8*	94.4	94.1
A498	105.6	58.1	117.4	.	103.7	38.2	.	-87.5*	114.0	104.0
OVCAR-5	99.5	88.9	117.7	130.5	86.6	70.1	101.1	0.4*	93.9	103.6
CAKI-1	90.1	92.1	108.3	96.9	81.0	80.7	100.3	-85.8*	88.0	73.5
OVCAR-3	101.0	100.6	124.8	7.5*	104.4	44.4	108.8	-64.3*	103.5	94.9

#61 N#CCn1c(C(F)(F)F)nc2nc(Cl)c(Cl)nc21
#62 COc1ccc(/C=C/C(=O)c2cccc(Nc3nc(Cl)nc4cc(OC)c(OC)cc34)c2)cc1
#63 CCN(CC)CCNC(=O)c1cn2ncnc(Oc3ccc(NC(=O)NC4CC4)c(F)c3)c2c1C
#64 O=C(/C=C/c1ccc2c(c1)OCO2)c1ccc(NC(=O)c2ccccc2CN2C(=O)c3ccccc3C2=O)cc1
#65 COc1ccc2nc(OC)c(-c3nc4c(cnn4-c4ccccc4)c(=O)[nH]3)cc2c1
#66 Cc1nc2cc3ccccc3cc2s1
#67 CSC(NC(=O)c1ccccc1)=C(C#N)C#N
#68 COc1c(F)ccc(C(=O)Nc2ccc3nc(NC(=O)C4CCCN(S(=O)(=O)c5ccc6c(c5)CCC6)C4)sc3c2)c1F (stereo not drawn)
#69 Nc1nc(CO)c(CCCCc2ccccc2)c(=O)[nH]1
#70 N#Cc1c(NC(=O)NCc2ccccc2)sc2c1CCCC2
#71 COc1ccccc1CC(O)CNCC(C)C (stereo not drawn)
#72 CC(C)C[C@H](NC(=O)[C@@H]1CCCCCCCCCCC(=O)N[C@@H](CC(=O)N2CCC[C@@H]2C2CCCC2)C(=O)N1)B(O)O
entry no.	61	62	63	64	65	66	67	68	69	70	71	72
TK-10	.	140.1	101.0	105.5	115.2	102.0	118.8	93.3	107.2	49.1	103.0	0.7*
ACHN	104.2	79.4	101.0	94.0	81.1	106.8	92.4	67.0	99.5	46.2	100.3	3.3*
RXF 393	109.7	83.0	93.8	117.9	97.9	126.0	101.0	19.8	103.7	0.0*	110.9	-84.8*
OVCAR-8	109.4	83.6	93.3	97.4	90.6	107.0	94.4	85.3	92.5	26.8	95.5	-17.4*
A498	109.7	100.0	77.0	.	93.4	99.8	74.2	85.8	84.2	.	100.7	-87.2*
OVCAR-5	108.8	95.7	96.9	92.8	109.4	105.7	103.5	96.3	100.8	46.0	105.9	-36.8*
CAKI-1	97.1	83.5	93.3	73.8	99.9	105.3	92.9	73.5	89.8	38.1	90.1	7.2*
OVCAR-3	116.3	89.9	101.7	99.7	119.9	116.5	104.9	77.8	107.2	-15.7*	111.8	-46.5*

Assay outcomes: PubChem, NCI

An excerpt; the hit share may differ from the screen's.
